# tuberculosis growth: growth inhibition of non-replicating M. tuberculosis (AID 488890). Mycobacterium tuberculosis non-replicating, growth inhibition; higher % means a stronger effect. one-dose inhibition, % at 25 µM; IC50 in µM for titrated hits. 320,000 compounds, 0.39% hits; in the data active means a potency from the dose series; inconclusive means inhibition mostly from about 82% at the one dose, without a potency; inactive means the rest, 99 in 100 with inhibition below about 76%;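 further: plate controls were DMSO cells for no effect and high antibiotic wells for full effect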
# M. tuberculosis HTS: M. tuberculosis growth inhibition, HTS (AID 449762); 330,000 compounds, 0.59% hits; M. tuberculosis H37Rv growth inhibition, 7H9 media; higher % means a stronger effect; one-dose inhibition, % at 25 µM; IC50 in µM for titrated hits; in the data active means a potency from the dose series; inconclusive means inhibition above about 70% without an active follow-up result;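 further: bacterial growth assessed after seven days of incubation; strong numbers were not always called active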
# H1N1 NS1A inhibition: H1N1 influenza NS1A inhibitors, functional cell based assay (AID 504329). 340,000 compounds, 0.3% hits. one-dose inhibition, % at 12.5 µM; IC50 in µM for titrated hits. NS1A functional cell-based assay, percent inhibition; higher % means a stronger effect; in the data active means a potency from the dose series; inconclusive means inhibition above about 27% without an active follow-up result; further: strong numbers were not always called active
# VEEV TC-83 Vero: inhibitors of VEEV TC-83 cytopathic effect, confirmation, Vero cells (AID 588727); Vero cells, VEEV TC-83 cytopathic effect inhibition; higher % means a stronger effect; inhibition, % at 20 µM; hits with a dose series show IC50 in µM; 350,000 compounds, 0.13% hits; in the data active means a potency from the dose series; inconclusive means inhibition mostly from about 14% at the one dose, without a potency; inactive means the rest, 99 in 100 with inhibition below about 12%; further: strong numbers were not always called active
# Salmonella PhoP GFP: PhoP regulon inhibitors, Salmonella typhi PhoP promoter GFP reporter, confirmatory (AID 1850); Salmonella Typhi PhoP-promoter GFP reporter, fluorescence, 4 h; higher % means a stronger effect; one-dose inhibition, % at 50 µM; IC50 in µM for titrated hits; 310,000 compounds, 0.33% hits; in the data active means a potency from the dose series; inconclusive means inhibition mostly from about 25% at the one dose, without a potency; inactive means the rest, 99 in 100 with inhibition below about 19%;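 further: 0% = induced wells with vehicle and 100% = uninduced wells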
# VEEV TC-83 Vero 10K pilot screen: also measured in VEEV TC-83 Vero; calls as there; inhibition, %; measured here: 10K pilot screen inhibition
# Active calls of the source: *; i = inactive; ? = inconclusive; · = not tested or not shown; & = joins results of further samples.
SMILES,tuberculosis growth,M. tuberculosis HTS,H1N1 NS1A inhibition,VEEV TC-83 Vero,Salmonella PhoP GFP,others
Cc1cc(/C=C2/SC(=O)N(CC(=O)N3CCOCC3)C2=O)c(C)n1-c1ccccc1F,8%,-4%,18%,0.5%,-7%,
CCc1ccc(OCC2c3cc(OC)c(OC)cc3CCN2C(=S)NC)cc1 (centres undefined),5%,11%,2%,6.1%,-17%,
COc1cccc(N2CCN(Cc3nc(N)nc(Nc4ccccc4OC)n3)CC2)c1,49%,?,8%,6.6%,10%,
Cc1c(NC(=O)C(C)SC(=S)N2CCCC2)c(=O)n(-c2ccccc2)n1C (centres undefined),23%,-2%,-6%,1.7%,·,
COc1cccc(CN2CC(C(=O)N3CCCC3)CCC2=O)c1 (centres undefined),-8%,-2%,0%,0.1%,2%,
Cc1ccc(C2(C(F)(F)F)N=C3Sc4cc(C)ccc4N3C(=O)N2)cc1 (centres undefined),-3%,-6%,·,·,-2%,
CC(=O)c1c(C)[nH]c(C(=O)COC(=O)CCSc2ccccc2)c1C,72%,9%,-19%,0.9%,0%,
COc1cc2c(cc1NC(=O)CN1C(=O)NC3(CCc4ccccc43)C1=O)oc1ccccc12 (centres undefined),13%,30µM*,8%,1.6%,-4%,VEEV TC-83 Vero 10K pilot screen=3.6
COc1cccc(C(=O)Oc2ccc(N3C(=O)CCC3=O)c(C)c2)c1,12%,4%,1%,i,-14%,
Cc1nc2cc(NC(=O)c3ccc(Cl)cc3)ccc2n1C,34%,-6%,-23%,0.5%,15%,
CCn1cc(/C=N/NC(=O)c2ccc(C#N)cc2F)c2ccccc21,-1%,5%,0%,1.2%,-9%,
Cc1cc(-c2nnc(SCC(=O)Nc3ccc(Br)cc3F)n2N)n[nH]1,1%,0%,4%,0.8%,8%,
CCOC(=O)c1cc2sccc2n1CC(=O)C(C)(C)C,-2%,8%,-6%,0.5%,2%,
CCOc1cnc(-c2c(-c3ccccc3Cl)noc2C)o1,-11%,3%,5%,0.5%,-3%,
CCC(=O)Nc1cc2c(cc1C(=O)CC)OCCO2,-6%,-7%,-5%,0.8%,-2%,
CCN(CC)CCCNC(=O)c1nn(-c2ccccc2OC)c(=O)c2ccccc12,-7%,0%,3%,i,6%,
Cc1cccc(Nc2nc3ccccc3s2)c1C,69%,18%,-3%,0.4%,-1%,
NS(=O)(=O)c1ccc(CCNC(=O)CCCn2c(=O)[nH]c3ccc(Br)cc3c2=O)cc1,-4%,3%,-22%,11%,-4%,
O=C(C1CCCCC1)N1CCCC(c2nc3c(nnn3Cc3ccccc3)c(=O)[nH]2)C1 (centres undefined),35%,-13%,5%,i,-5%,
CC1CCCN(c2ncnc3c2cnn3-c2ccc(Cl)cc2)C1 (centres undefined),·,8%,-5%,6.2%,-4%,
CC(=O)O[C@]1(C(C)=O)CCC2C3C=C(C)C4=CC(=O)CC[C@]4(C)C3CC[C@@]21C (some centres undefined),21%,7%,22%,7.2%,-7%,
O=C(O)c1cccc(-n2cnnn2)c1,-16%,-7%,1%,0.2%,3%,
C=CCN1CCc2cccc3c2[C@H]1Cc1ccc(O)c(O)c1-3,64%,-2%,2%,1.3%,-4%,
CCN1CCN(C(=O)N(Cc2ccc(Cl)cc2)S(=O)(=O)c2ccc(C)cc2)CC1,23%,-5%,-2%,1.1%,-5%,
O=C(N/N=C/c1ccc(Cl)cc1Cl)c1n[nH]c2c1CCCC2,-5%,0%,-8%,0.1%,-24%,
O=C(Nc1cccc2ncccc12)C(c1ccccc1)c1ccccc1,9%,-4%,-11%,7.8%,-10%,
CC1(C)CC2CC(C)(CN2C(=O)COC(=O)c2cc(Cl)cc(Cl)c2N)C1 (centres undefined),41%,-1%,-5%,4.3%,-6%,
CCN(CC)S(=O)(=O)c1ccc(C(=O)NNC(=O)C2CCN(S(=O)(=O)c3ccc(Cl)cc3)CC2)cc1,25%,2%,25%,0.8%,1%,
CN1CCN(c2nc3c(c(=O)n(C)c(=O)n3C)n2Cc2ccccc2Cl)CC1,-5%,-4%,-3%,0.9%,-3%,
Nc1ccccc1-c1ccn[nH]1,·,·,-16%,5.9%,·,
O=C(CCNC(=O)c1ccccc1Cl)Nc1ccc(S(=O)(=O)Nc2ncccn2)cc1,16%,-4%,0%,1.7%,14%,
CCC(=O)N1CCCC(C(=O)c2ccc(-c3ccccc3)cc2)C1 (centres undefined),51%,12%,-4%,1.5%,-9%,
O=[N+]([O-])c1ccc(Cc2ccncc2)cc1,-16%,-5%,-14%,3.0%,-11%,
Cc1ccc(NC(=O)Nc2ccc3c(c2)nc(C)n3C)cc1,7%,-4%,-7%,0.4%,2%,
COc1ccc(N(C(=O)c2snc(C(N)=O)c2N)C(C(=O)NC2CCCC2)c2ccc(C)o2)c(OC)c1 (centres undefined),68%,2%,10%,1.4%,-1%,
S=C(Nc1ccccc1Oc1ccccc1)Nc1cccc(Cl)c1Cl,?,6%,-4%,1.3%,-5%,
CC(=O)Oc1cc2c(c3ccccc13)CCC2=O,·,·,-22%,0.4%,·,
Cc1ccc(CN2CCNC(=O)C2CC(=O)NC2CCCCCC2)cc1 (centres undefined),25%,-7%,-3%,1.6%,-11%,
Cc1nn(CC(=O)NC2CCCCC2)c(=O)c2cccn12,-6%,4%,-1%,1.6%,2%,
COc1ccc(S(=O)(=O)N(CCCN2CCCC2=O)Cc2cc3c(C)ccc(C)c3[nH]c2=O)cc1,27%,16%,6%,9.2%,11%,

# Structural class, those above with an NH in an aromatic ring (7)
SMILES,tuberculosis growth,M. tuberculosis HTS,H1N1 NS1A inhibition,VEEV TC-83 Vero,Salmonella PhoP GFP,others
CC(=O)c1c(C)[nH]c(C(=O)COC(=O)CCSc2ccccc2)c1C,72%,9%,-19%,0.9%,0%,
Cc1cc(-c2nnc(SCC(=O)Nc3ccc(Br)cc3F)n2N)n[nH]1,1%,0%,4%,0.8%,8%,
NS(=O)(=O)c1ccc(CCNC(=O)CCCn2c(=O)[nH]c3ccc(Br)cc3c2=O)cc1,-4%,3%,-22%,11%,-4%,
O=C(C1CCCCC1)N1CCCC(c2nc3c(nnn3Cc3ccccc3)c(=O)[nH]2)C1 (centres undefined),35%,-13%,5%,i,-5%,
O=C(N/N=C/c1ccc(Cl)cc1Cl)c1n[nH]c2c1CCCC2,-5%,0%,-8%,0.1%,-24%,
Nc1ccccc1-c1ccn[nH]1,·,·,-16%,5.9%,·,
COc1ccc(S(=O)(=O)N(CCCN2CCCC2=O)Cc2cc3c(C)ccc(C)c3[nH]c2=O)cc1,27%,16%,6%,9.2%,11%,

# (further entries)
SMILES,tuberculosis growth,M. tuberculosis HTS,H1N1 NS1A inhibition,VEEV TC-83 Vero,Salmonella PhoP GFP,others
CCOC(=O)Cc1csc(NC(=O)Nc2ccccc2)n1,13%,-2%,1%,1.0%,10%,
Cc1ccc(-c2csc(N3CCN(c4cc5c(cc4Cl)nc(-c4ccncc4)n5CCOCCO)CC3)n2)cc1,28%,?,0%,i,6%,
C[C@H](CO)N1C[C@H](C)[C@@H](CN(C)Cc2ccc(Cl)c(Cl)c2)Oc2c(NC(=O)c3ccncc3)cccc2C1=O,32%,1%,-15%,5.0%,·,
O=C(Nc1ccccc1O)c1ccc(Cl)cc1,7%,1%,9%,5.9%,-6%,
Cc1nc2sc(C(c3cccs3)N3CCN(c4cccc(Cl)c4)CC3)c(O)n2n1 (centres undefined),18%,-5%,-10%,4.1%,4%,
FCCCOc1ccc(-c2nccc(-c3ccc(Cl)cc3)n2)cc1,-8%,4%,1%,1.2%,-7%,
Cc1c(NC(=O)CSc2nc(-c3ccco3)cc(C(F)(F)F)n2)c(=O)n(-c2ccccc2)n1C,-3%,-4%,-19%,3.5%,-5%&0%,
Nc1ccc2nc(N3CCOCC3)sc2c1,18%,1%,18%,2.1%,6%,
CC(=O)c1ccc(-c2ccc(C(=O)NCC3CCCO3)o2)cc1 (centres undefined),7%,14%,-7%,3.9%,4%,
O=C1Nc2cc(Br)ccc2C1(O)c1ccccc1O (centres undefined),-1%,-7%,-19%,i,-12%,
NS(=O)(=O)c1ccc(NC(=O)Nc2cccc3ccccc23)cc1,8%,2%,2%,1.3%,-11%,
CN(C(=O)c1cccc(NC(=O)Cc2cccc(NC(=O)C3CCN(C(=O)C4CC4)CC3)c2)c1)C1CC1,·,·,18%,0.5%,·,
O=C(Cn1c(=O)n(CC2CCCO2)c(=O)c2ccccc21)c1ccccc1 (centres undefined),9%,7%,12%,0.5%,2%,
O=[N+]([O-])c1ccccc1-c1cc(-c2cc(Cl)ccc2O)n[nH]1,-13%,-2%,1%,5.0%,4%,
O=C(O)COc1c(Cl)cc(/C=C2\NC(=O)NC2=O)cc1Br,-8%,-1%,4%,0.3%,-5%,
Cn1nc(C(=O)Nc2ccc(S(=O)(=O)N3CCOCC3)cc2)c2ccccc2c1=O,15%,10%,-6%,1.0%,0%,
O=C(NNC(=S)Nc1ccc(F)cc1F)c1ccco1,-9%,-3%,-9%,1.2%,-9%,
Cc1ccccc1-c1nc(CS(=O)(=O)CC(=O)NCCCN2CC(C)CC(C)C2)c(C)o1 (centres undefined),9%,3%,-10%,i,-7%,
COc1ccccc1N1CCN(C2CCCN(Cc3cccc(O)c3)C2)CC1 (centres undefined),-10%,-5%,0%,i,-1%,
Cc1cc2nnc(SCC(=O)NCc3cccs3)n2c2ccccc12,-10%,2%,1%,2.2%,11%,
CNc1nc2c3ccccc3n(C(C)=O)c2s1,-4%,4%,-1%,1.1%,16%,
Cc1ccc2[nH]ccc(=O)c2c1,-3%,-2%,-12%,i,-5%,
O=C1NC(=O)N(c2ccc3c(c2)OCO3)C(=O)/C1=C/c1ccc(N2CCCC2)o1,-5%,-5%,-1%,0.5%,-21%,
N#C/C(=N\Nc1ccc(Cl)cc1)C(=N)N1CCCCC1,34%,-2%,11%,i,10%,
CCn1c(SCc2nc(CC(=O)Nc3ccccc3OC)no2)nnc1-c1cccs1,20%,-8%,0%,0.3%,-11%,
Cc1cc([N+](=O)[O-])nn1CCCC(=O)Nc1ccc(Cl)cc1Cl,4%,-2%,14%,i,8%,
CC(=O)OC1(C(C)=O)CCC2C3CC4OC45CC(O)CCC5(C)C3CCC21C (centres undefined),·,·,-1%,i,·,
CN(Cc1ccccc1)C(=O)C1CCCN(Cc2cccc(Cl)c2)C1 (centres undefined),5%,-1%,-15%,i,-3%,
COc1ccc(N2CCN(S(=O)(=O)CCNC(=O)COc3ccccc3OC)CC2)cc1,10%,4%,4%,3.1%,1%,
COc1ccccc1C(=O)N1CCN=C1c1ccccc1,-10%,-6%,4%,1.6%,17%,
COc1ccc(/C=N/Nc2c(Cl)cc(Cl)cc2Cl)cc1CN1CCOCC1,25%,-2%,9%,i,-11%,
O=C(COC(=O)/C=C/c1ccc(C(F)(F)F)cc1)NCC1CCCCC1,23%,?,-5%,1.9%,2%,
Cc1nc(SCC(=O)c2c[nH]c3ccccc23)n[nH]1,17%,0%,6%,2.0%,9%,
COCC(C)n1c(SCc2cc(C(=O)OC)c(C)o2)nc2ccccc2c1=O (centres undefined),2%,7%,-4%,i,0%,
C/C(=N\NC(=O)c1cccs1)c1ccc2c(c1)OCO2,8.8µM*,0%,·,5.7%,-6%,
CCC(=O)NNc1nc2c(C)cccc2s1,0%,1%,-1%,1.2%,-1%,
O=C(Nc1c2c(nn1-c1ccccc1)CS(=O)(=O)C2)c1ccccc1Br,-12%,-2%,0%,1.6%,-6%,
COc1cc(C(=S)N2CCC(C(N)=O)CC2)ccc1O,16%,0%,-2%,0.5%,-9%,
CSc1ccccc1NC(=O)CN1c2ccccc2CC1C (centres undefined),20%,8%,-5%,?,0%,
O=C(c1cccc(Br)c1)c1coc2ccc(O)cc12,13%,6%,-7%,5.0%,·,

# Two compounds picked at random from those above, as already listed:
SMILES,tuberculosis growth,M. tuberculosis HTS,H1N1 NS1A inhibition,VEEV TC-83 Vero,Salmonella PhoP GFP,others
CCC(=O)N1CCCC(C(=O)c2ccc(-c3ccccc3)cc2)C1 (centres undefined),51%,12%,-4%,1.5%,-9%,
Cc1nn(CC(=O)NC2CCCCC2)c(=O)c2cccn12,-6%,4%,-1%,1.6%,2%,

# Continuation:
SMILES,tuberculosis growth,M. tuberculosis HTS,H1N1 NS1A inhibition,VEEV TC-83 Vero,Salmonella PhoP GFP,others
O=c1c(C=NCc2cccs2)c(O)n(C2CCCCC2)c(=O)n1C1CCCCC1,9%,13%,10%,2.3%,-10%,
CCc1nnc(NC(=O)CSc2nnc(-c3c[nH]c4ccccc34)n2CC)s1,14%,-10%,-5%,2.1%,-5%,
CCOC(=O)[C@H](CCc1ccccc1)N[C@@H](C)C(=O)N1CCC[C@@H]1C(=O)O,-5%,1%,0%,i,4%,
COc1ccc(OCc2cc(/C=N\NC(=O)c3ccccc3)ccc2OC)cc1,5%,0%,-7%,7.9%,-8%,
